Screening data (PubChem)
GLA spleen mod = inhibits or activates alpha-galactosidase in human spleen homogenate. P06280. human spleen homogenate, 4MU-alpha-Gal fluorescence, 40 min. Potency, µM (doses to about 80 µM), inactives show at the highest dose activity change, negative = inhibition, most hits filed as inhibitors. 240,000 compounds, 0.008% hits. AID 2107;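 also: 0% = enzyme with vehicle and -100% = no enzyme basal signal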
Target sequence (P06280 32-429 limits assumed): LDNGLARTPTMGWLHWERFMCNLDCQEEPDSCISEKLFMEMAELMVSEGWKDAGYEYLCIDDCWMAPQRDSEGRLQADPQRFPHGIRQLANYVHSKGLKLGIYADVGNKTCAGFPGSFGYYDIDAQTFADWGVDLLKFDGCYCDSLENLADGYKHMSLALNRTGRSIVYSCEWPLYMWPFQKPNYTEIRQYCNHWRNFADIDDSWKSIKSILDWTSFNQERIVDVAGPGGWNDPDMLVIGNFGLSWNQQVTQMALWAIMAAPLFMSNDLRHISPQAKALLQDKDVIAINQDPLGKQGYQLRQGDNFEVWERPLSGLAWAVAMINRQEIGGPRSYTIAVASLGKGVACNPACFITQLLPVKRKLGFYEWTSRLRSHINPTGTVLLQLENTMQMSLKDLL
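qHTS titration in buffer at pH 5.0. Alpha-galactosidase activity in spleen homogenate was measured via 4-methylumbelliferone release from 1 mM fluorogenic substrate after 40 min at 37C and a pH 10 stop. AC50 came from Hill fits of control-normalized data.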
aGlu spleen mod = inhibits or activates alpha-glucosidase in human spleen homogenate. P10253. human spleen homogenate, 4-MU-alpha-glucoside fluorescence. Potency, µM (series often up to 79.9 µM), without a hit: top-dose activity change, negative = inhibition, hits mostly inhibitors. 240,000 compounds, 0.006% hits. AID 2112;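 also: 0% = enzyme with vehicle and -100% = no enzyme basal signal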
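AC50 values come from Hill-equation fits of concentration-response data, normalized to no-enzyme and full-activity controls. Enzyme source: 1 ug human spleen homogenate; 1 mM fluorogenic 4-MU glucoside, pH 5.0 citrate buffer, 37 C, 40 min.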
GAA inhib = alpha-glucosidase (human) inhibition; Potency, µM (titrated, usually from 76.9 µM), for the others: at the top dose activity change, negative = inhibition, most hits filed as inhibitors; 200,000 compounds, 0.005% hits; purified human GAA, 4-MU-alpha-glucoside fluorescence; AID 1466; P10253;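 also: plate controls were uninhibited enzyme wells for no effect and no-enzyme background for full effect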
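Fluorescence at Ex 365/Em 440 nm from 4-methylumbelliferone reported enzyme activity after 20 min at room temperature. Reactions used 4 nM enzyme and 400 uM substrate at pH 5.0; curves fitted with the Hill equation.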
Tau fluor cs = counter-screen for tau fibril formation inhibitors; Potency, µM (series often up to 57.7 µM), inactives show top-dose activity change, negative = decrease; tau K18 P301L Alexa594 fluorescence, heparin fibrillization; 280,000 compounds, 0.93% hits; AID 1463; also: % is scaled to controls: 0 for no effect and ±100 for the full control effect; nearly all actives have a fitted effect of over 55% in size
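Human K18 P301L tau (15 uM unlabeled plus 0.24 uM Alexa 594-labeled, final) in 100 mM sodium acetate pH 7 was mixed with compound and 20 uM heparin and incubated 6 hr at 37 C.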
HTT cytoprotect = protects HTT-Q103 PC12 cells, measured by ATP | Potency, µM (titrated, usually from 56.4 µM), for inactives: cytoprotection (ATP increase), most hits filed as activators | 230,000 compounds, 0.14% hits | PC12 HTT-Q103 induced, cytoprotection, ATP luminescence, 40 h;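 also: % of control where 0% means no effect; nearly all actives have a fitted effect of over 45% in size; toxic huntingtin expression switched on by the ecdysone agonist tebufenozide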
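PC12 cells with ecdysone-inducible HTT exon 1 Q103-GFP, induced with 100 nM tebufenozide and co-treated with library compounds in a dose series (1536-well, 1500 cells/well). Cytoprotection read as ATP content by ATPlite luminescence.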
GAA glycogen = inhibitors or activators of human alpha-glucosidase glycogen cleavage; P10253; recombinant GAA, glycogen substrate, Amplex Red glucose oxidase fluorescence; Potency, µM (highest dose often 76.4 µM), without a hit: top-dose activity change, negative = inhibition, usual class: inhibitors; 300,000 compounds, 0.38% hits; AID 2100;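 also: 0% = full enzyme reaction and -100% = no-enzyme basal signal; the screen sought inhibitors and activators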
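Recombinant human enzyme (4 nM); glycogen substrate; 37 C, 40 min, pH 5.0. Readout: coupled glucose oxidase/Amplex Red fluorescence.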
Tau ThT inhib = tau fibrillization inhibition (ThT binding) | P10636 | recombinant tau K18 P301L, heparin-induced fibrillization, ThT fluorescence | Potency, µM (titrated, usually from 57.4 µM), without a hit: at the top dose activity, negative = inhibition, most hits filed as inhibitors | 270,000 compounds, 2.1% hits | AID 1460; also: % is scaled to controls: 0 for no effect and ±100 for the full control effect; nearly all actives have a fitted effect of over 55% in size
Target sequence (P10636 561-689 P618L limits assumed): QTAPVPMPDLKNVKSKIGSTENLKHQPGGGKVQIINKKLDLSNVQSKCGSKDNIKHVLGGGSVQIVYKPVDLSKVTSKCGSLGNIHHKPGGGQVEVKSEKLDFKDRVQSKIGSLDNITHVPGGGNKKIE
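ThT emission at 510 nm, taken 1 hr after adding 30 uM dye, quantifies aggregates formed when 20 uM heparin acts on human tau K18 P301L for 6 hr at 37 C.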
Tau fibril FP = blocks human tau fibril formation measured by polarization; K18 P301L tau heparin fibrillization, Alexa594 FP, 6 h; Potency, µM (doses to about 57.7 µM), for the others: at the top dose activity, negative = inhibition, most hits filed as inhibitors; 280,000 compounds, 0.39% hits; AID 1468; P10636; also: % is scaled to controls: 0 for no effect and ±100 for the full control effect; nearly all actives have a fitted effect of over 55% in size
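Recombinant K18 P301L […], labeled with Alexa 594 at 0.24 uM over 15 uM unlabeled; heparin inducer 20 uM final; 37 C, 6 hr; FP endpoint.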
* = called active by the depositor; ? = inconclusive; . = no result given; [ ] = remark or other dose. Calls follow the shape of the dose curve; as a rule, active = well fitted curve in the direction sought with a large enough effect; inconclusive = small, poorly fitted or top-dose-only effect, or another doubt; inactive = no such curve, though single readings can be large; an effect the other way counts as inactive or inconclusive. Potency is read from the fitted curve at half-maximal effect.

Start of the listing, in advance, two compounds:
molecule	GLA spleen mod	aGlu spleen mod	GAA inhib	Tau fluor cs	HTT cytoprotect	GAA glycogen	Tau ThT inhib	Tau fibril FP
O=C(CN1N=C(c2ccccc2)CCC1=O)NCc1ccccc1	-2%	1%	5%	-4%	-50%[inhibitor]	2%	1%	0%
O=C(Nc1ccc(CN2CCOCC2)cc1)c1cccc(-c2cc3ccccc3oc2=O)c1	9%	-1%	2%	-28%	-13%	-6%	-3%	?

All compounds of this part, repeating the preview:
molecule	GLA spleen mod	aGlu spleen mod	GAA inhib	Tau fluor cs	HTT cytoprotect	GAA glycogen	Tau ThT inhib	Tau fibril FP
O=C(CN1N=C(c2ccccc2)CCC1=O)NCc1ccccc1	-2%	1%	5%	-4%	-50%[inhibitor]	2%	1%	0%
O=C(Nc1ccc(CN2CCOCC2)cc1)c1cccc(-c2cc3ccccc3oc2=O)c1	9%	-1%	2%	-28%	-13%	-6%	-3%	?
CCCCSc1nn[nH]n1	4%	-2%	-5%	-10%	-11%[10 µM]	-3%	-15%	-2%
CCCOC(=O)CN1C(=O)c2ccccc2C1=O	0%	-6%	-7%	3%	8%	6%	2%	2%
COC(=O)c1c(C)sc(-c2c(-c3cccc(OC)c3)[nH]c3c2c(=O)[nH]c(=O)n3C)c1O	.	.	.	?	.	?	-11%	?
Cc1sc2ncnc(OCc3nnc(-c4cccs4)o3)c2c1C	7%	8%	-2%	-14%	-22%	4%	-10%	3%
CSc1sc(C(=O)NNC(C)=O)c2c1C=CCC2	9%	1%	1%	-10%	-3%[10 µM]	-6%	-15%	1%
O=C(Oc1nsnc1N1CCOCC1)c1ccccc1	-1%	-1%	0%	-16%	7%	-30%	?	?
O=C1N=C(N2CCOCC2)S/C1=C1\C(=O)N(Cc2ccccc2)c2ccc(Br)cc21	-2%	-5%	-3%	-17%	-14%[0.074 µM]	2%	?	10%
COc1ccc2oc3cc(C)[n+]([O-])c(-c4ccc(Cl)cc4)c3c2c1	-10%	-2%	-3%	-2%	4%[10 µM]	-1%	-3%	6%
CCOC(=O)c1c(C)n(CC(O)CN(CC)CC)c2cc(Br)c(OC)cc12 (stereo unspecified)	-7%	-1%	-2%	3%	-51%[inhibitor]	-6%	1%	7%
Cc1ccc(OCc2nnc(-c3ccccc3)o2)cc1	.	.	.	-8%	.	14%[76.3 µM]	-19%	3%
CCN1C(=O)/C(=C\N2CCN(c3cccc(Cl)c3)CC2)SC1=S	-1%	4%	2%	-21%	-24%	-4%	-12%	-3%
O=C1c2ccccc2C(=O)N1OCCOCCOCCON1C(=O)c2ccccc2C1=O	-2%	-3%	?	-4%	-2%	3%	-14%	3%
Cc1cc(C)c2nc(C(F)(F)F)nc(NCCCN3CCOCC3)c2c1	-1%	-4%	-14%	-28%	-45%[inhibitor]	-10%	-13%	?
O=c1cc(CSc2nnc(COc3ccccc3Cl)o2)nc2sccn12	-2%	-2%	-7%	-9%	-4%	4%	-1%	-7%
Cc1ccc(-c2nc3ncccn3c2NC2CCCCC2)o1	-1%	-8%	-2%	-17%	-27%	28µM*	-20%	6%
CCCCC(CC)C(=O)Nc1ccc(C#N)cc1 (stereo unspecified)	7%	6%	-4%	-10%	6%	0%	3%	-4%
CCn1cc([N+](=O)[O-])c(C(=O)N2N=C(c3ccc(O)c(OC)c3)CC2c2ccccc2O)n1 (stereo unspecified)	-6%	-8%	?	0%	.	-1%	-1%	7%
O=C(N/N=C/c1c[nH]c2ccc(Br)cc12)c1ccc2c(c1)OCO2	3%	8%	-1%	18µM*[quencher]	-4%	-8%	?	?
Oc1ccc(Cl)cc1-c1cc(-c2ccccc2Cl)[nH]n1	6%	1%	-5%	?	12%[10 µM]	1%	-12%	-18%
Clc1ccc(OCCSc2ncccn2)c2ccccc12	0%	-9%	-1%	?	-13%	-2%	?	?
Cc1ccc2c(CC(=O)NNC(=O)c3ccccc3)coc2c1	1%	9%	1%	0%	8%[10 µM]	-5%	-1%	3%
Cc1ccccc1C(=O)Nc1sc2c(c1C(=O)N1CCCCC1)CCC(C(C)(C)C)C2 (stereo unspecified)	.	.	.	-27%	.	-21%[76.3 µM]	?	-17%
CCc1nn(C(C)C(=O)N2CCc3ccccc3C2)c(=O)c2cc3occc3n12 (stereo unspecified)	-14%	-11%	?	-6%	2%	7%	-10%	-4%
Oc1cccc(/C=N/Nc2cccc3cccnc23)c1	10%	0%	-11%	16µM*[quencher]	-29%[10 µM]	?	14µM*	?
C=CCn1c(SCC(=O)Nc2ncc(Cc3ccc(C)c(Cl)c3)s2)nnc1-c1ccncc1	1%	1%	9%	0%	22%[10 µM]	0%	-12%	7%
CCOc1ccc(/C=N/NC(=O)Cc2csc(Nc3cccc(C(F)(F)F)c3)n2)c(OCC)c1	-8%	-3%	-10%	?	11%	-18%	-1%	?
Oc1ccc(COCc2ccccc2)c2cccnc12	12%	-19%	10%	-27%	-94%[inhibitor]	-18%	?	-9%
CCc1ccc(NC(=O)COC(=O)/C(=C/c2ccccc2OC)c2ccccc2)cc1	-2%	-6%	2%	-28%	1%[10 µM]	2%	-13%	?

5 compounds already listed, sorted by the number in GAA inhib, ascending.
| Structure | GAA inhib |
| --- | --- |
| Cc1cc(C)c2nc(C(F)(F)F)nc(NCCCN3CCOCC3)c2c1 | -14% |
| COc1ccc2oc3cc(C)[n+]([O-])c(-c4ccc(Cl)cc4)c3c2c1 | -3% |
| O=C(Oc1nsnc1N1CCOCC1)c1ccccc1 | 0% |
| CSc1sc(C(=O)NNC(C)=O)c2c1C=CCC2 | 1% |
| CCc1ccc(NC(=O)COC(=O)/C(=C/c2ccccc2OC)c2ccccc2)cc1 | 2% |

Continuation.
molecule	GLA spleen mod	aGlu spleen mod	GAA inhib	Tau fluor cs	HTT cytoprotect	GAA glycogen	Tau ThT inhib	Tau fibril FP
CCCCCN(C(=O)CCCSc1nncs1)c1c(N)n(CCCC)c(=O)[nH]c1=O	-4%	-18%	-1%	4%	?	6%	6%	-1%
CC(C)C(OC(=O)/C=C/c1ccc2c(c1)OCO2)C(=O)NC(N)=O (stereo unspecified)	-3%	-5%	4%	-7%	-38%[inhibitor]	10%	0%	-9%
CCOC(=O)c1cnn(-c2ccccc2)c1-c1ccccc1	2%	-6%	-6%	-7%	-16%	-15%	-5%	-6%
N=C1/C(=C\c2ccc(OC(=O)c3ccco3)cc2)C(=O)N=C2SC=NN12	9%	4%	-1%	2%	9%	4%	?	4%
CCOC(=O)/C=C1\Nc2ccccc2OC1=O	4%	-4%	-2%	4%	21%[1.9 µM]	?	-5%	2%
COC(=O)c1ccc(C(=O)OC)c(NC(=O)COC(=O)CC2CC3CCC2C3)c1 (stereo unspecified)	15%	1%	-7%	-16%	10%	-2%	?	-4%
O=c1cc(/C=C/c2ccccc2)oc2ccccc12	-1%	-4%	4%	-21%	-1%[10 µM]	0%	?	-7%
COCCOC(=O)C1=C(C)NC(=O)NC1c1c(Cl)nc2c(C)cccn2c1=O (stereo unspecified)	3%	-7%	3%	-3%	10%[10 µM]	4%	-7%	6%
CCOc1ccc(C(=O)Nc2cccc(-c3nc4ccccc4[nH]3)c2C)cc1[N+](=O)[O-]	-4%	-3%	5%	-18%	16%[10 µM]	-2%	-12%	-2%
C=CCOc1ccc2c(c1)c(S(=O)(=O)c1ccc(C)cc1)cn2COC	0%	-7%	-11%	-23%	6%[10 µM]	-12%	-6%	5%
Cc1ccc(NC(=O)c2ccc(C#CC3(O)CCCCC3)cc2)cc1C	7%	-6%	2%	-14%	0%[10 µM]	4%	0%	-1%
O=[N+]([O-])c1ccc(/C([O-])=C(/C(=S)Nc2ccccc2F)[n+]2ccccc2)cc1	9%	-8%	-13%	-22%	-21%	3%	?	2%
COc1ccc2c(c1)C(=O)[C@H](OC(=O)NS(=O)(=O)c1ccc(C)cc1)[C@@H](c1ccc(OC)c(Br)c1)O2	4%	-11%	.	-2%	-29%	.	-5%	-2%
CCOC(=O)c1c(C)[nH]c(O)c1C=Nc1ccc(C(F)(F)F)cc1	9%	-9%	4%	-9%	-8%	-4%	?	-5%
S=c1[nH]nc(NCCc2ccccc2)s1	1%	1%	6%	-9%	-8%[10 µM]	?	-18%	-6%
O=C(CCNC(=O)Cn1ccc2ccccc2c1=O)NCCc1ccc(Cl)cc1	0%	-5%	5%	-3%	5%[10 µM]	10%	5%	-5%
CCCCNC(=O)CSc1nc2ccc(N3CCOCC3)cc2c(=O)n1CCc1ccccc1	5%	1%	7%	?	-10%[0.074 µM]	9%	?	6%
O=C1c2ccccc2-c2ncnc3c(N4CCOCC4)cc(N4CCOCC4)c1c23	-1%	-6%	-7%	-19%	-27%	-5%	8.9µM*	6%
CCN(CC)S(=O)(=O)c1ccc(N/N=C/c2ccccc2OCC(=O)O)c([N+](=O)[O-])c1	-5%	0%	-3%	-15%	-1%[10 µM]	20%	?	11%
O=C(Nc1ccc(F)c(F)c1)c1ccco1	-1%	4%	10%	9%	-29%[10 µM]	2%	10%	-5%[2.34 µM]
O=C(OCC(=O)c1ccc[nH]1)c1ccc(S(=O)(=O)N2CCCCC2)cc1	-5%	-8%	-5%	-6%	1%[0.074 µM]	4%	9%	-2%
S=c1[nH]nc(-c2cc(-c3ccco3)[nH]n2)n1-c1cccc2ccccc12	3%	-7%	?	-16%	1%	-6%	-13%	-3%
COc1ccc(-c2nc3n(c2C)CCC3)cc1	-1%	2%	.	2%	13%[10 µM]	6%	-1%	1%
Cc1cccc2sc(N(CCCN(C)C)C(=O)c3ccco3)nc12	3%	2%	-9%	3%	-2%	-7%	0%	-1%

Rows were taken by chance; overall some 3.3% were active at least once.
